High-throughput results: PubChem, NCI
All columns: NCI-60 one-dose screen, growth in % after 48 h at 10 µM unless noted; 100 = growth as untreated, 0 = no growth, -100 = all killed.
786-0 = 786-0 renal cancer cells. 81,000 tested, 5.1% active
OVCAR-4 = OVCAR-4 ovarian cancer cells; 80,000 tested, 3.7% active
SN12C = SN12C renal cancer cells. 81,000 tested, 3.8% active
OVCAR-5 = OVCAR-5 ovarian cancer; 82,000 tested, 2.9% active
SK-OV-3 = SK-OV-3 ovarian cancer cells | AID 1794785 | 80,000 tested, 3.2% active
IGROV1 = IGROV1 ovarian cancer; 79,000 tested, 4.7% active; AID 1794786
UO-31 = UO-31 renal cancer; AID 1794768; 81,000 tested, 5.2% active
TK-10 = TK-10 renal cancer cells; 81,000 tested, 3.9% active
* marks the source's active call; other numbers are inactive results; / = no result given; & = joins results of further samples; ! = not active in a repeat; [ ] = dose if it differs, or a comment. Rule for the calls: active = growth percent below 10; inactive = the rest. An unsorted share of the library; any-hit rate near 8.7%.

mol,786-0,OVCAR-4,SN12C,OVCAR-5,SK-OV-3,IGROV1,UO-31,TK-10
COc1cc(CNC(=O)/C=C/C=C/c2ccc3c(c2)OCO3)ccc1OCc1cn(-c2ccc(C)c(C)c2)nn1,105.9,46.7,84.9,104.3,86.5,76.1,99.8,120.1
COc1ccc(CNc2nc3cc(C(F)(F)F)cnc3nc2C(=O)O)cc1,107.4,96.5,91.1,103.8,/,108.0,73.6,123.0
COc1ccc(-c2nnc(SCC(=O)NNC(=O)c3cc(OC)c(OC)c(OC)c3)o2)cc1,101.8,96.5,101.2,77.0,78.9,101.9,86.5,96.6
c1ccc2cc(C[n+]3ccn(CCCCCCn4cc[n+](Cc5ccc6ccccc6c5)c4)c3)ccc2c1,83.6,40.8,34.9,60.4,55.6,58.1,97.2,83.1
O=C(O)C(c1ccc(Cl)cc1)c1ccc(Cl)cc1,92.4,100.8,96.4,110.8,94.4,111.3,95.8,103.9
COc1cccc(NCc2nnc(Nc3ccc(Cl)cc3)c3ccccc23)c1,-5.8*,17.2,14.5,8.4*,-11.9*,1.5*,-42.5*,-40.9*
CCn1cc(C(=O)O)c(=O)c2cc(F)c(N3CCN(CC(=O)Nc4ccccc4)C(C)C3)c(F)c21 (stereo not given),92.5,82.4,102.5,98.3,90.7,103.0,76.5,108.3
Nc1c(C(=O)Nc2ccnc3ccccc23)sc2nc3c(cc12)CN(Cc1ccccc1)CC3,66.3,78.6,74.6,94.1,98.9,86.4,62.2,101.9
Cc1ccc2c(c1C)CC[C@H]1[C@H]2CCC2=CC(=O)CC[C@@]21C,95.3,88.3,87.8,91.8,105.4,101.1,80.5,120.9
Cc1cc(=O)oc2cc(OS(=O)(=O)N3CCCCC3)ccc12,87.3,97.7,94.4,91.6,94.1,111.1,93.9,87.2
COc1ccc(NC(=O)C2=C(C)Nc3ncnn3C2c2ccc(OC)cc2)cc1 (stereo not given),105.3,/,99.8,105.6,111.1,118.7,96.4,115.6
CCOC(=O)C(C(C)=O)C(C)C(C(C)=O)C(=O)OCC (stereo not given),105.6,107.0,98.6,103.5,108.7,109.8,86.8,106.4
COc1cc(-c2nn(-c3ccc(NC(=O)c4cc(C(F)(F)F)cc(C(F)(F)F)c4)cc3)cc2-c2ccncc2)ccc1Cl,46.2,68.7,62.2,79.2,91.6,73.2,52.5,42.6
O=C(CC(CC(=O)c1ccc(Cl)cc1)c1ccc(O)cc1)c1ccc(Cl)cc1,86.2,92.4,98.0,109.0,105.9,96.1,70.5,99.0
Cn1cnc([N+](=O)[O-])c1S(=O)(=O)Oc1ccc(Cl)cc1,94.4,101.9,94.5,101.6,104.0,69.8,-82.0*,96.1
CC(C)(C)OC(=O)n1cc(-c2nc(-c3c[nH]c4ncccc34)cs2)c2cc(Br)ccc21,90.4,/,97.1,116.4,108.6,84.0,79.7,139.3
CC1=CC2C3C(CC(=O)C24C(=O)NC(CC(C)C)C4C1C)C1OC3(C)CCC1O (stereo not given),99.5,93.7,95.4,93.6,102.0,101.3,76.3,95.3
O=C(N/N=C/c1ccccc1O)C(O)(c1ccccc1)c1ccccc1,61.7,26.7,66.3,73.9,66.9,43.7,23.7,53.9
CCc1cccc(C)c1NC(=O)c1sc2nc3c(cc2c1N)CCCCC3,44.8,63.9,41.1,45.0,36.9,46.5,51.0,66.7
COc1ccc(COc2ccc(Nc3nc(N)nc4[nH]c5ccc(O)cc5c34)cc2)cc1,78.4,79.2,89.5,103.6,96.4,88.8,79.2,89.9
CCCCCCCCCCCCC1C/C=C\CCCC(=O)O1 (stereo not given),98.4,/,119.5,101.5,95.5,110.3,93.1,113.0
O=C(CCCCCCN1CC(=O)N2[C@@H](c3ccc(Cl)c(F)c3)c3[nH]c4ccccc4c3C[C@H]2C1=O)NO,93.9,84.3,83.8,87.6,81.8,64.5,75.3,106.5
Cc1nn2c(/C=C3/C(=O)Nc4ccccc43)c(-c3ccccc3)nc2s1,97.4,81.3,82.6,/,102.5,53.3,44.9,120.3
COc1ccc(/C=C2\C(=O)ON=C2C)cc1OC,97.5,101.8,88.7,96.6,116.5,107.4,96.2,82.3
CN1CCN(Cc2ccc(NC(=O)c3cncc(C#Cc4cnc5ccc(O[C@H]6CCOC6)nn45)c3)cc2C(F)(F)F)CC1,-89.7*,-58.9*,-48.4*,-62.5*,-26.0*,-57.6*,-94.0*,-87.2*

Compounds from the list above that have a thiophene ring, fused or not:
mol,786-0,OVCAR-4,SN12C,OVCAR-5,SK-OV-3,IGROV1,UO-31,TK-10
Nc1c(C(=O)Nc2ccnc3ccccc23)sc2nc3c(cc12)CN(Cc1ccccc1)CC3,66.3,78.6,74.6,94.1,98.9,86.4,62.2,101.9
CCc1cccc(C)c1NC(=O)c1sc2nc3c(cc2c1N)CCCCC3,44.8,63.9,41.1,45.0,36.9,46.5,51.0,66.7

Next entries follow:
mol,786-0,OVCAR-4,SN12C,OVCAR-5,SK-OV-3,IGROV1,UO-31,TK-10
CCNC(=O)C1CCCN1C(=O)C(CCCN=C(N)N)NC(=O)C(CC(C)C)NC(=O)C(CC(C)C)NC(=O)C(Cc1ccc(O)cc1)NC(=O)C(CO)NC(=O)C(Cc1c[nH]c2ccccc12)NC(=O)C(Cc1cnc[nH]1)NC(=O)C1CCC(=O)N1 (stereo not given),104.4,91.3,112.1,87.3,98.2,/,93.7,109.6
COc1ccc(OCCCBr)cc1,101.8,105.6,108.4,108.6,101.4,92.0,90.6,97.8
Cc1ccc(COC(=O)c2cccnc2)cc1,104.6,100.6,98.3,96.8,104.2,118.0,99.7,117.0
O=C(Nc1ccc(Cl)c(Cl)c1)C1C(=O)C(=O)N(c2ccc(Cl)c(Cl)c2)C1=O (stereo not given),97.3,108.3,95.3,/,119.3,97.5,91.0,106.3
CN(C)CCC=C1c2ccccc2CCc2ccccc21,89.0,/,77.4,77.0,97.2,96.0,62.1,95.8
COc1ccc(OC)c(C(O)P(=O)(c2ccccc2)c2ccccc2)c1 (stereo not given),96.2,107.9,108.4,109.1,92.7,112.2,92.4,104.5
N=C(N)Sc1n[nH]c(=O)[nH]c1=O,109.1,100.9,103.9,109.1,112.4,111.0,97.1,120.6
CC/C(=C(/c1ccc(Cl)cc1)c1ccc(OCCN2CCOCC2)cc1)c1ccc(OC)cc1,98.0,103.2,94.7,95.1,98.1,115.0,80.5,103.1
O=C(c1ccccc1)c1ccc2nc(-c3ccc(F)cc3)[nH]c2c1,39.0,49.5,30.5,41.5,74.0,45.9,91.1,104.1
CNNC(=O)c1ccncc1,97.8,113.1,102.4,100.9,112.2,113.3,79.6,113.3
COC(=O)c1nn2c(c1C(=O)OC)C[C@@H]1C(=O)N(c3ccccc3)C(=O)[C@@H]1[C@@H]2C,96.7,105.4,101.1,99.9,114.2,102.1,101.6,120.6
Nc1nc(N)nc(-c2cccc(Br)c2)n1,91.2,96.0,94.2,93.9,100.2,103.0,79.9,97.9
CCCC1(C)COC(c2ccc(OC)cc2)OC1 (stereo not given),97.2,107.4,98.1,99.7,96.9,92.5,90.5,100.7
CS(=O)(=O)Nc1ccc(C(=O)CCN2CCCCCC2)cc1,105.7,109.6,104.4,117.7,103.9,117.3,104.1,99.6
O=C1CCC(Nc2cccc3ccccc23)N1 (stereo not given),107.2,115.5,101.0,113.4,107.6,104.5,68.0,104.2
N#C/C(=C\NC(=S)Nc1ccc(S(=O)(=O)Nc2ccccn2)cc1)C(N)=O,97.3,89.9,104.9,103.9,103.1,109.0,92.1,92.1
O=C1Nc2cc(-c3ccc(NS(=O)(=O)c4ccc(-c5ccccc5)cc4)cc3)ccc2/C1=C/c1ccc[nH]1,58.4,21.3,16.3,61.7,98.2,73.0,68.5,49.0
CC1=C(C)C(=O)C(Nc2ccccc2)=C(Cl)C1=O,99.2,-97.9*,91.1,103.6,/,9.7*,98.8,128.3
Cc1ccc(-c2ccc(F)cc2)n1Cc1ccc(Cl)cc1,86.4,80.9,84.2,88.8,98.9,80.8,68.8,105.7
CC(C)(C)Nc1c(-c2ccc(-c3ccccc3)cc2)nc2ccccn12,97.9,82.8,91.8,99.5,94.1,102.4,75.7,94.4
Cc1ccc(S(=O)(=O)NC(=S)S)cc1,/,140.7,89.4,94.1,105.6,/,85.3,/
Cn1cc(S(=O)(=O)NC2=CN3CC=CC3CC2=O)cn1 (stereo not given),101.7,107.1,105.0,100.8,102.3,111.6,90.8,111.6
Cc1c(C(=O)/C=C/Nc2cc(Cl)c(S(N)(=O)=O)cc2S(N)(=O)=O)sc2nc3ccccc3n12,100.5,102.8,96.7,101.0,106.8,115.2,98.2,103.3
FC(F)(F)c1cccc(-c2cn3c(ccc4ccccc43)n2)c1,101.3,97.7,97.0,102.2,85.7,81.5,68.1,122.0
COc1cnc2c(c1)C(=O)c1c-2n(CCCCl)c(=O)c2ccncc12,83.6,66.2,70.4,115.9,89.3,55.5,41.4,87.3
CS(=O)(=O)c1ccc(-c2[nH]c3ccc(F)cc3c2/C=N/NC(N)=O)cc1,92.0,111.7,100.2,100.2,90.3,95.9,87.5,115.8
Clc1ccc(C(c2cccs2)N2CCNCC2)cc1 (stereo not given),83.2,99.7,94.0,94.9,97.8,88.4,66.7,97.5
O=c1[nH]c(CN2CCN(c3ccccc3)CC2)nc2c(Br)cc(Br)cc12,103.0,105.0,110.1,95.3,96.4,29.4,77.8,120.1
CC(C)Cc1ccccn1,99.8,103.6,102.4,104.1,102.7,107.1,81.0,94.7
CCCCCCCCCCCCCCCCCC(=O)NC[n+]1ccccc1,91.0,104.9,97.2,86.3,102.5,95.9,58.0,107.7
O=c1nc(-c2ccc(F)cc2)c2cc(-c3cncnc3)ccc2[nH]1,102.0,110.7,95.9,109.5,96.2,99.5,75.6,102.2
COc1ccc2c(c1)CCc1[nH]nc(-c3cc(OC)c(OC)c(OC)c3)c1-2,3.9*,45.3,31.9,56.0,-7.6*,25.5,13.8,50.1
CCOCC(O)(c1ccc(Cl)cc1)c1ccc(Cl)cc1,104.1,112.5,105.1,84.4,105.3,101.1,91.3,109.6
CC(=O)Nc1c(Br)cc2c(c1Br)Cc1cc(Br)ccc1-2,87.0,9.8*,83.1,107.5,85.7,45.0,67.3,108.6
O=C(CCOCc1ccccc1)OCc1ccccc1,104.1,88.6,101.0,100.4,97.8,94.6,79.1,101.6
Cn1ccnc1C(=O)/C=C/c1ccc(NC(=O)Nc2ccc(F)cc2)cc1,27.3,76.2,53.8,57.7,52.8,43.1,56.6,105.9
CCOC(=O)c1c[nH]cc1C,94.2,101.8,111.2,101.7,100.8,103.1,96.2,104.4
CCOC(=O)c1csc(NC(=O)COc2cccc(/C=C3\Oc4cc(OC)ccc4C3=O)c2)n1,109.9,90.0,109.0,129.9,100.8,/,-38.8*,125.4
Nc1ncnc2c1ncn2Cc1nnc(CCC(=O)c2nc3ncccc3[nH]2)o1,98.5,100.0,100.6,110.6,91.8,85.7,79.2,100.3
OCCNc1nccc(NCCCNc2ccnc3cc(Cl)ccc23)n1,89.7,99.7,103.5,99.1,93.7,98.6,73.3,104.9
O=S(=O)(NCCCNc1nccc(-c2c(-c3ccccc3)nc3occn23)n1)c1ccc(C(F)(F)F)cc1,89.8,98.0,90.9,122.8,80.4,77.1,51.5,101.6
Cc1ccccc1/C=C/C(=O)c1cccc(OCCCOc2cccc(C(=O)/C=C/c3ccccc3C)c2)c1,103.2[3 µM],84.6[3 µM],91.8[3 µM],126.3[3 µM],109.5[3 µM],101.8[3 µM],82.8[3 µM],108.1[3 µM]
CN(C)/C=N/C1=NNC(C)(c2ccccc2O)N1C(Cc1c[nH]c2ccccc12)C(=O)O (stereo not given),99.4,91.7,95.9,119.6,44.9,62.1,55.9,119.2
CC(=O)CC(=O)NCc1ccccc1,98.3,/,100.1,107.6,102.9,99.6,77.4,101.3
Cc1cc(C)n(C(=O)c2sc(=S)n(-c3ccccc3)c2NCC#N)n1,110.4,95.6,97.7,108.8,94.5,77.5,74.2,157.7
CC(=O)Nc1ccc(S(=O)(=O)Nc2nnc(C)c(C)n2)cc1,140.1,101.7,97.2,98.0,113.8,97.1,80.7,89.6
CSc1ccc2c(c1)N(C(=O)/C(C#N)=C/c1ccc(Cl)cc1Cl)c1ccccc1S2,102.8,84.2,92.7,92.2,94.1,93.2,83.8,106.0
O=C1C=CC[C@H](/C=C/c2ccccc2)O1,-27.8*!,33.6&36.0,9.2*!,54.9&57.6,7.8*!,-35.5*!,41.0&38.8,22.3&41.7
O=c1c2cc(F)ccc2sc2c(N3CCCC3)nc3ccccc3c12,98.8,101.3,98.0,95.7,105.2,93.4,84.0,101.6
CCOC(=O)c1c(-c2ccccc2)n(-c2ccc(Br)cc2)c2cccc(O)c12,96.6,83.2,94.3,107.2,106.8,81.3,71.6,98.0

Grouped by structure: the compounds so far containing an aryl thioether with sulfur outside any ring
mol,786-0,OVCAR-4,SN12C,OVCAR-5,SK-OV-3,IGROV1,UO-31,TK-10
COc1ccc(-c2nnc(SCC(=O)NNC(=O)c3cc(OC)c(OC)c(OC)c3)o2)cc1,101.8,96.5,101.2,77.0,78.9,101.9,86.5,96.6
CSc1ccc2c(c1)N(C(=O)/C(C#N)=C/c1ccc(Cl)cc1Cl)c1ccccc1S2,102.8,84.2,92.7,92.2,94.1,93.2,83.8,106.0

An excerpt from above, showing only IGROV1, UO-31 and SK-OV-3:
structure	IGROV1	UO-31	SK-OV-3
CS(=O)(=O)c1ccc(-c2[nH]c3ccc(F)cc3c2/C=N/NC(N)=O)cc1	95.9	87.5	90.3
Cn1ccnc1C(=O)/C=C/c1ccc(NC(=O)Nc2ccc(F)cc2)cc1	43.1	56.6	52.8
